H9c2 protect: modulators protecting cardiomyocytes from myocardial damage; H9c2 cardiomyocytes, H2O2 injury protection, ATPLite, 2 h; protection from H2O2 cell death, % at 20 µM; 360,000 tested, 0.63% active; AID 588492;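 active = compounds giving at least 50% protection of heart cells from peroxide-induced death in the single-dose screen, raw or plate-pattern-corrected value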;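 also: 0% = DMSO wells with peroxide and 100% = DMSO wells without peroxide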
MC4R antagonist: human MC4R antagonism in cAMP assay; P32245; MC4R-expressing cells, MTII-stimulated cAMP, LANCE TR-FRET; inhibition, % at 6.5 µM; 360,000 tested, 0.48% active;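 active = inhibition above its plate's cutoff, the mean of tested wells on that plate plus 3 SD, cut at about 29% in these data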;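 also: 0% = Melanotan II alone and 100% = Melanotan II plus saturating MCL0020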
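System: U2OS-MC4R stable cell line; Technique: Eu-cAMP/anti-cAMP TR-FRET, emission 671 nm; Repeats: single well per compound; Also added: Melanotan II; Dosing: one concentration, 6.5 µM nominal; Schedule: 30-min compound, 1-h challenge, 1-h detection, room temperature.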
Vif imaging: HIV Vif inhibition. 340,000 tested, 0.35% active. HEK293T cells, Vif self-association by quenched fluorescence, imaging, 24 h. inhibition, % at 7.49 µM. AID 602346; in the data active = inhibition above about 50%, passing the limit was not always enough; also: some results filed as inactive read as strong as hits
MC4R ag barr: agonists of human melanocortin 4 receptor (MC4R) beta-arrestin. AID 540308. activation, % at 8.9 µM. U2OS MC4R beta-arrestin complementation, luminescence; percent of melanotan II response, DMSO zero. 360,000 tested, 0.98% active;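 active = activation above a per-plate cutoff, the mean activation of sample wells on that plate plus 3 SD, cut at about 8% in these data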
HTR2A ag: activates the mouse 5-HT2A serotonin receptor; P35363; CHO-K1 mHTR2A beta-arrestin complementation, luminescence; percent of 30 µM serotonin response; activation, % at 7.6 µM; 360,000 tested, 0.66% active;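 active = activation above a run cutoff, the mean activation of all tested compounds plus 3 SD, cut at about 14% in these data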;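 also: 0% = plate median of compound wells and 100% = 30 µM serotonin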
PDI turbidity: PDI (human) enzyme inhibition | P07237 | PDI insulin aggregation turbidity, A650, 90 min | inhibition, % at 10 µM | 350,000 tested, 0.052% active | AID 588391;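 active = mean inhibition across replicates of 30% or more, whatever share of single replicates reach that level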;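 also: absorbance from insulin aggregation driven by PDI reduction with DTT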
ABCB6 inh 2: blocks the human ABCB6 transporter | Q9NP58 | K562-ABCB6 porphyrin accumulation, flow cytometry, 1 h; stronger effect = lower value | fluorescence ratio to DMSO, % at 10 µM | 360,000 tested, 0.19% active | AID 602162;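 active = fluorescence ratio to DMSO below 75%, the collection mean minus 3 SD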;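 also: signal is porphyrin accumulated inside mitochondria; 100% equals median channel fluorescence of DMSO control wells; lower ratio means ABCB6 inhibition with less porphyrin fluorescence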
Target sequence (Q9NP58 whole entry, looked up): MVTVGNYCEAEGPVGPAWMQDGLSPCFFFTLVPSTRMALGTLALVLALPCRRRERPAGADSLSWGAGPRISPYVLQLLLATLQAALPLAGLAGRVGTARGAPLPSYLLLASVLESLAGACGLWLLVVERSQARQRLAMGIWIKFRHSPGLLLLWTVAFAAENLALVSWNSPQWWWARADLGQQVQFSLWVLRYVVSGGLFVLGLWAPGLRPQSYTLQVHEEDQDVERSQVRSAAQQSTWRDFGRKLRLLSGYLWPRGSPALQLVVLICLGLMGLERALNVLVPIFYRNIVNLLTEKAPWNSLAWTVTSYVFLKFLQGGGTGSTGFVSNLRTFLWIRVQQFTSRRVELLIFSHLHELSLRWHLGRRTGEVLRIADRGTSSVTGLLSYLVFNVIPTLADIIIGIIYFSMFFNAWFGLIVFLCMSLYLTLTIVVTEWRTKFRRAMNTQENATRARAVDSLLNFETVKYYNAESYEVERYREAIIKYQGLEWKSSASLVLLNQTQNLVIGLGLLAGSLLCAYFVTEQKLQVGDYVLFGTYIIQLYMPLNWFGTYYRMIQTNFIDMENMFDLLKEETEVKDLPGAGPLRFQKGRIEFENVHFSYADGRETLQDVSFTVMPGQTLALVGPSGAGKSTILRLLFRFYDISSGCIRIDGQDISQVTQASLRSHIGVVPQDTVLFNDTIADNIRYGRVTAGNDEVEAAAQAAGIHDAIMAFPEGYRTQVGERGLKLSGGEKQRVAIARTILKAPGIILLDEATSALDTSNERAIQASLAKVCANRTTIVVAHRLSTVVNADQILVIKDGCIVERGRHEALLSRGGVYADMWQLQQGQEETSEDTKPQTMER
N-glyco inh: blocks N-linked glycosylation in D54 reporter cells; D54 ERlucT glycosylation luciferase reporter, 24 h; percent of 100 nM tunicamycin response; reporter increase, % at 12.5 µM; 360,000 tested, 0.23% active;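 active = mean luciferase reporter signal, scaled so untreated is 0 and the glycosylation-blocking control 100, at or above a set limit in every replicate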;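 also: luciferase carries N-glycosylation sites so blocking glycosylation raises the light; 0% = median of neutral control wells and 100% = median of 100 nM tunicamycin wells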
CaV13 ICDI inh: Primary screen for inhibitors of IQ motif and Ca2+-dependent inactivation inhibitor domain binding in CACNA1D, Förster resonance energy transfer in living cells, … | HEK cells, CFP/YFP FRET ICDI-IQ, plate reader, 10 min; percent FRET-ratio fall versus neutral wells | inhibition, % at 12.3 µM | 340,000 tested, 0.098% active;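 active = mean replicate inhibition of at least 30% and at least 1% of replicates passing that level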;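 also: 0% = median of the neutral control wells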
aDG glyco act: increases alpha dystroglycan glycosylation; Pro5-aDG cells, alpha-DG glycosylation AlphaScreen (IIH6); 0% Pro5, 100% B10-LARGE cell signal; activation, % at 10 µM; 360,000 tested, 0.22% active; AID 624168;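 active = activation of at least 8% versus controls, or a plate z-score of at least 8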;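 also: Pro5 are CHO cells carrying HIG-tagged alpha-DG that lacks glycosylation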
* hit, by the source's call; . = not tested or not shown. No enrichment for hits, and some 3.6% of all compounds hit somewhere here.

Structure	H9c2 protect	MC4R antagonist	Vif imaging	MC4R ag barr	HTR2A ag	PDI turbidity	ABCB6 inh 2	N-glyco inh	CaV13 ICDI inh	aDG glyco act
CCC(CC)C(=O)Nc1c2c(nn1-c1ccc(F)cc1)CS(=O)(=O)C2	7	6	-3	-2.2	4	-6	97	1	-2	0.0
COc1cccc(NC(=O)N2CCC(NC(=O)C(Cc3ccccc3F)NC(C)=O)CC2)c1 (configuration not stated)	8	2	-6	-1.2	-1	-6	105	0	-4	0.1
COc1ccc(NC(=O)c2ccc3c(c2)OCO3)cc1[N+](=O)[O-]	-6	17	4	-2.5	-4	1	101	0	6	-0.1
C/C(=N\Nc1nc2ccccc2[nH]1)c1ccc2c(c1)OCCO2	-14	5	-6	9.8*	-6	-4	94	-7	-6	0.9
C=CCOc1ccc(C2C(C(=O)c3cccs3)=C(O)C(=O)N2c2nnc(C)s2)cc1 (configuration not stated)	-2	-4	5	0.8	4	-10	106	-2	-4	0.2
Cc1ccc(CNC(=O)CSc2n[nH]c(N)n2)cc1	4	-2	.	-2.7	-2	5	87	2	-4	0.0
Cc1nn(-c2ccc(F)cc2)c(C)c1/C=C/C(=O)N1CCNC(=O)C1	-9	21	7	2.6	-5	-3	100	2	-5	0.0
CC(C)NC(=O)c1ccc(CNC(=O)OCC(F)(F)F)cc1	4	5	19	-2.2	0	8	98	4	-4	0.2
Cc1noc2ncnc(Oc3cc(Cl)ccc3Cl)c12	-5	2	0	-0.8	0	4	98	1	-4	-0.3
COC(=O)[C@@H]1C[C@@]2(O)[C@H](O)[C@H](O)[C@H](O)C[C@H]2N1Cc1ccc(C(C)(C)C)cc1	3	-3	0	-0.9	5	-3	101	3	-3	0.1
Cc1ccc(NC(=O)C(=O)NCCCN2CCCC2=O)cc1	-8	-2	-2	-1.8	5	5	98	-8	-4	2.0
COc1cccc(C(=O)NNC(=O)c2cccc(F)c2)c1	1	-1	-4	-0.4	3	2	101	1	-6	0.0
CC(NC(=O)/C=C/c1ccc(Br)cc1)c1ccccc1 (configuration not stated)	-10	0	-2	0.1	-4	1	95	-3	-19	0.5
CC(=O)OC(C(=O)NC1CCCCC1)c1cccc(F)c1 (configuration not stated)	6	10	11	-2.4	1	3	96	1	1	0.0
Cn1c(=O)c2[nH]c(NN=Cc3ccc(F)cc3)nc2n(C)c1=O	20	1	1	-2.0	-3	11	95	7	-9	-0.4
COC(=O)c1ccc(NC(=O)N2CCCC(C(=O)c3ccccc3OC)C2)cc1 (configuration not stated)	-6	6	1	-1.6	0	3	94	4	-2	0.0
CCOC(=O)c1cnn(-c2ccccc2)c1NC(=O)CN1CCCCC1	-2	-5	2	-2.0	3	-2	104	-2	-5	0.1
O=C(N/N=C/c1ccc(Br)cc1)c1cc[n+](Cc2ccccc2)cc1	-3	5	5	1.5	-3	6	96	1	-2	0.0
COc1cc([N+](=O)[O-])ccc1NC(=O)NCCCN1CCCC1=O	7	0	4	-4.4	-2	2	98	2	.	-0.4
COC(=O)N/N=C/c1ccc(/C=N/NC(=O)OC)cc1	-4	1	10	-2.1	4	4	97	-1	2	-0.4
Cc1cc(C)c2sc(N(CCCN(C)C)C(=O)c3ccc(S(=O)(=O)N4CCCc5ccccc54)cc3)nc2c1	-27	7	-7	1.3	-12	7	88	-7	-6	1.9
O=C(CSc1ccc2nnc(-c3ccccn3)n2n1)NCc1ccc2c(c1)OCO2	-5	16	11	0.1	-5	1	103	3	-7	-0.1
CCCc1nnc(NC(=O)CC(C)c2ccccc2)s1 (configuration not stated)	-6	30*	1	1.7	-1	1	102	-2	-20	0.1
COc1ccc(C(=O)c2c[nH]c(C(=O)NCCCN3CCOCC3)c2)cc1	14	27	-2	-2.9	-3	-2	104	0	-4	0.1
CCOC(=O)Cc1csc(SCC(=O)NC2CCCC(C)C2C)n1 (configuration not stated)	-2	5	0	-2.1	5	-6	97	2	-3	0.2
CCOC(=O)N1CCC(N2CCCC(C(=O)c3cccc(OC)c3)C2)CC1 (configuration not stated)	-5	8	.	-0.6	5	-9	97	2	-2	0.0
CSc1ccccc1C(=O)Nc1cccc(C)c1	2	-2	-3	-1.0	1	3	97	1	-5	-0.1
NC(=O)NC(c1ccccc1)c1cccc2ccccc12 (configuration not stated)	4	1	.	-0.7	1	5	94	1	-8	-0.2
CCOC(=O)c1cc(CC)sc1NC(=O)Cc1ccsc1	-13	-5	4	-1.1	-4	11	90	-5	.	-0.1
CC(C)OC(=O)CC1C(=O)NCCN1C(=S)NC(=O)c1cccs1 (configuration not stated)	14	2	-8	-0.9	2	-1	86	1	-7	-0.3
O=C(NCC(c1ccco1)N1CCCCC1)C(c1ccccc1)c1ccccc1 (configuration not stated)	-3	6	-2	3.4	11	-3	95	-1	-3	-0.1
CC(C)(C)n1ncc2c(=O)n(CC(=O)NCc3ccccc3Cl)cnc21	-7	15	-32	0.1	-2	-6	99	-10	-6	0.1
CN(C)c1nc(Nn2cnnc2)nc(N(C)C)n1	2	-9	3	1.3	2	0	98	0	-16	0.1
Cc1c(C)c2c(OCC(=O)N3CCC(C(=O)O)CC3)cc3c(c2oc1=O)CCC(C)(C)O3	-1	9	-9	-0.6	-2	.	102	2	.	-0.2
Cn1c(=O)oc2ccc(C(=O)CSc3nnnn3-c3ccccc3)cc21	6	6	-9	-1.1	-4	-1	101	0	-6	0.1
COc1ccc(NC(=O)COC(=O)C2CCN(S(=O)(=O)c3cccs3)CC2)cc1	12	6	-3	-0.3	2	-4	97	2	-16	-0.1
COc1ccccc1CNc1ncnc2cc(OC)c(OC)cc12	3	11	3	-2.4	-3	-2	97	-3	-5	0.6
COCCCNC(=O)CC(NS(=O)(=O)c1ccc(C)cc1)c1ccco1 (configuration not stated)	7	18	15	-0.7	4	-1	95	2	-1	0.4
CC[C@H](C)[C@@H](C(=O)N1CCNCC1)n1cc([C@@H](N)Cc2ccc(O)cc2)nn1	7	0	-18	-2.5	7	3	95	1	-6	0.0
OC(COc1ccc(Br)cc1)CN1CCCC1 (configuration not stated)	4	2	-4	-3.6	1	3	95	-2	-7	0.1

Some entries already given, reduced to ABCB6 inh 2.
Structure | ABCB6 inh 2
COCCCNC(=O)CC(NS(=O)(=O)c1ccc(C)cc1)c1ccco1 (configuration not stated) | 95
CC[C@H](C)[C@@H](C(=O)N1CCNCC1)n1cc([C@@H](N)Cc2ccc(O)cc2)nn1 | 95

(list continues)
Structure	H9c2 protect	MC4R antagonist	Vif imaging	MC4R ag barr	HTR2A ag	PDI turbidity	ABCB6 inh 2	N-glyco inh	CaV13 ICDI inh	aDG glyco act
Fc1ccc(CNc2nc(-c3ccco3)cc(C(F)(F)F)n2)cc1	-16	3	.	2.4	-5	1	93	.	-5	1.1
O=c1c(-c2ccc(Oc3ccccc3)cc2)[n+]([O-])c2ccccc2n1OCc1ccccn1	-2	17	-18	-0.6	1	6	102	-3	-6	-0.3
Cc1c(Nc2ccc(C=O)cc2)c(=O)n(-c2ccccc2)n1C	-3	-3	-24	0.6	5	6	100	2	0	-0.3
COc1ccc(/C(C)=N/NC(=O)CNC(=O)c2cccnc2)cc1OC	3	3	-7	-1.0	1	2	93	1	-5	0.1
COc1ccc(N(C(=O)c2ccco2)C(C(=O)NC2CCCC2)c2ccc(N(C)C)cc2)cc1OC (configuration not stated)	-5	1	10	-1.2	0	-7	89	1	.	3.1
CCCCCCn1nc(C(=O)OCC(=O)NC2CCS(=O)(=O)C2)c2ccccc2c1=O (configuration not stated)	2	-1	3	0.0	2	-7	97	-1	-7	-0.1
CC(C)CC(=O)NNC(=O)c1ccc(Cl)cc1	9	12	33	6.8	-1	0	105	2	-7	0.8
CN1CCN(c2ccc(S(=O)(=O)N3CCOCC3)cc2)CC1	2	3	0	-1.2	4	-18	96	2	.	0.3
COc1cc(NC(=O)CCS(=O)(=O)c2ccc3c(c2)oc(=O)n3C)cc(OC)c1	0	5	7	-2.3	5	0	97	2	-4	-0.1
N#Cc1c(SCC(=O)O)nc(-c2ccccc2)c2c1CCCC2	4	17	-2	-3.4	-2	-3	102	0	-5	-0.2
CSC[C@H](NC(=O)Cc1c(C)c2cc3c(C)c(C)oc3cc2oc1=O)C(=O)N[C@@H](Cc1ccccc1)C(=O)O	-5	5	-9	-1.4	0	.	96	-2	.	0.1
Cc1ccc(NC(=O)c2nc[nH]c2C(=O)NCc2ccccc2)cc1	8	3	-3	-0.2	-2	-6	88	2	-3	0.2
CCCCN(C(=O)CSc1nnc(-c2ccccc2)n1C)c1c(N)n(Cc2ccccc2)c(=O)[nH]c1=O	0	9	-20	1.2	3	2	98	3	-5	0.0
Cc1ccc(-c2noc(Cn3cc(S(=O)(=O)N4CCCC4)ccc3=O)n2)cc1	-8	6	7	-2.6	2	-7	102	-2	-5	0.1
NC(=O)C1CCCN(C(=O)c2ccc(-c3cccc(Cl)c3Cl)o2)C1 (configuration not stated)	-3	3	-4	-3.1	1	-3	98	-1	-6	-0.1
Cc1ccc(C2(C(F)(F)F)N=C3Sc4cc(C)cc(C)c4N3C(=O)N2)cc1 (configuration not stated)	-2	-6	-2	-1.0	-11	2	95	0	-4	-0.3
COc1ccc(Cn2c(=O)c3[nH]cnc3n(-c3ccc(C)cc3)c2=O)cc1	-4	5	13	-0.6	-2	2	103	3	-10	0.0
CC(C)C[C@@H](CSc1ccc(Br)cc1)N1CCN(CCc2ccccc2)CCC1=O	-21	6	-3	1.1	-9	0	99	-2	-13	0.5
COc1ccccc1C(O)(C(=O)NN(C)c1ccccc1)c1ccccc1OC	2	5	-3	-2.1	-5	8	98	0	-3	-0.1
COc1ccc(S(=O)(=O)N2CCC(C(=O)N[C@@H](C)C(=O)N3CCCC3)CC2)cc1	0	1	.	-0.6	-1	0	100	0	-13	-0.3
COc1ccc2[nH]c(N=Nc3ccccc3C)c(O)c2c1	-5	11	-18	0.4	0	7	101	2	-5	-0.4
Cc1ccc(Cl)cc1N1CCN(C(=O)c2cccc3c(=O)c(C)c(-c4ccccc4)oc23)CC1	-6	-2	-2	0.6	3	-11	73*	-4	4	0.5
COc1ccc(C(CNC(=O)C(C)c2ccc3cc(OC)ccc3c2)N(C)C)cc1 (configuration not stated)	0	6	3	-1.6	-14	-11	99	-1	-3	0.2
COc1ccc(C(=O)NNC(=O)c2snnc2C)cc1	0	3	11	-2.0	2	14	96	0	-5	0.0
Cc1cc(NC(=O)CSc2n[nH]c(-c3ccccc3Br)n2)no1	4	2	23	-1.8	0	-5	94	2	-7	-0.2
O=C(/C=C/c1ccccc1)c1ccc2c(c1)OCO2	-7	3	2	2.4	9	-2	91	1	-2	0.2

Screening data (PubChem)
